# PGC1a acetyl inh = lowers PGC1a acetylation signal in U2OS cells. AlphaScreen anti-acetyl-lysine; with virally co-expressed GCN5 acetyltransferase. inhibition, % at 15.6 µM. 350,000 tested, 0.17% active;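 active = every replicate shows inhibition of at least 40%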;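 note: 0% = neutral control wells and 100% = positive control wells; some results beyond the cut were filed as inactive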
# LGR2 inh = blocks bursicon-induced cAMP signaling via Drosophila LGR2. inhibition, % at 9.99 µM. 380,000 tested, 0.35% active. HEK293 LGR2, CRE-luciferase, bursicon-stimulated, 4 h. AID 720647;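 active = drop in luminescence signal, shown as inhibition above about 50% in the replicate tests, limit read from the data, passing the limit was not always enough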;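 note: agonist challenge used bursicon conditioned medium at about half maximal strength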
# Cneo AK release = Cryptococcus neoformans lysis via adenylate kinase release; C. neoformans lysis, adenylate kinase release luminescence, 4 h; normalised: neutral wells 0, clomiphene wells 100; lysis activity, % at 15 µM; 360,000 tested, 0.2% active;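 active = mean lysis activity across replicates of at least 80%, whatever share of replicates individually reach that level; inactive = mean lysis activity below 80%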
#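 read-out = cell lysis signal | test system = log-phase Cryptococcus neoformans yeast cells | input = cells at 5 × 10^6 per mL | medium = fresh YPD growth medium | signal = luminescent adenylate kinase detection reagent | timing = 4 h at 37 °C static, read 1 h later | dosing = single dose | controls = Clomiphene as positive lysis control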
# PglD inh = blocks C. jejuni PglD acetyltransferase activity | inhibition, % at 12.5 µM | AID 602405 | 360,000 tested, 0.098% active | purified PglD enzyme, DTNB colorimetric CoA detection; in the data active = inhibition above about 16%, passing the limit was not always enough; note: strong numbers were not always called active
# ARNT TACC3 PPI = disrupts binding between human ARNT and TACC3 | AlphaScreen His-ARNT PAS-B/GST-TACC3 binding, luminescence; TACC3 fragment carries E629A point mutation | AID 623870 | inhibition, % at 9.99 µM | 390,000 tested, 0.66% active | Q9Y6A5;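 active = mean inhibition of replicates at least 50% and at least half of replicates each reaching 50%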;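 note: 0% = complete ARNT plus TACC3 wells and 100% = ARNT alone without TACC3; many hits fall short of the cut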
# GSIS activator = primary screen for activators of insulin secretion dependent on glucose, INS-1E cells, GLuc reporter luminescence | INS-1E GLuc reporter insulin secretion, 2-3 h | activation, % at 16.6 µM | 370,000 tested, 0.61% active | AID 743287;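 active = lowest replicate activation of at least 40%, so every replicate reaches that level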;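 note: 0% = median of neutral control wells and 100% = median of IBMX positive control wells; some compounds called inactive have numbers as strong as hits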
# C2C12 statin = suppression of simvastatin myotoxicity | C2C12 myotubes + simvastatin, ATP luminescence, 48 h; scaled: DMSO 0, geranylgeraniol control 100 | rescue of ATP level, % at 7.49 µM | 330,000 tested, 0.78% active | AID 602340;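 active = mean ATP rescue above about 67%, or every replicate alone reaching that limit, limit read from the data, passing the limit was not always enough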;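 note: myotubes were challenged with 10 µM simvastatin during compound exposure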
# PAX8 inh HTS = PAX8 transcriptional activity inhibition | RMG-I TPO-luciferase reporter, SteadyGlo, 24 h | inhibition, % at 12.6 µM | 360,000 tested, 1.2% active;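 active = mean replicate inhibition at least 60% with every replicate also reaching 60%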;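 note: luciferase light reporting Pax8 driven TPO promoter activity; plate controls were median of neutral control wells for no effect and mitoxantrone controls for full effect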
# * = called active by the depositor; . = not tested or not shown; & = joins results of further samples.
SMILES,PGC1a acetyl inh,LGR2 inh,Cneo AK release,PglD inh,ARNT TACC3 PPI,GSIS activator,C2C12 statin,PAX8 inh HTS
Nc1nc(SCC(=O)Nc2ccccc2-c2ccccc2)n[nH]1,7,.,3,-3,-4,.,13,.
COc1ccc(CNC(=O)COC(=O)c2c(C)nn(-c3ccccc3)c2C)cc1OC,.,6,-1,-3,-2,18,18,3
COc1ccc(CN(C)C[C@H]2OCCCC[C@@H](C)Oc3ccc(NC(=O)Nc4c(C)noc4C)cc3C(=O)N([C@H](C)CO)C[C@@H]2C)cc1,6,-10,-2,6,-7,29,.,-3
COc1ccc(OC)c2sc(N(CCN(C)C)C(=O)/C=C/c3cccs3)nc12,.,8,1,5,5,15,-35,79*
Nc1ccc(S(=O)(=O)C(F)(F)F)cc1N,.,2,0,0,-3,-9,4,11
COC(=O)[C@@]12CCCN1[C@H](c1ccc(-c3ccccc3)cc1)[C@@H]1C(=O)N(C)C(=O)[C@@H]12,.,-5,-2,0,-8,0,-7,-9
Cc1cn(-c2ccc(Br)cc2)[nH]c1=O,.,-62,.,.,-3,6,3,.
CN(C)C(=O)c1cccc(-c2ccc([C@@H]3[C@@H](C#N)N(C(=O)C4CCCCC4)[C@@H]3CO)cc2)c1,-6,9,0,0,-6,1,-16,8
O=C(NC(Cc1ccccc1)C(=O)NCCc1ccccn1)c1cccs1 (stereo not drawn),2,10,0,4,-6,-2,-2,-15
C(=N\N1CCN(C2c3ccccc3-c3ccccc32)CC1)/c1cccnc1,11,.,0,5,2,.,.,.
CN(C)c1nc(SCc2ccc(Cl)cc2)nc2c1CCCC2,9,.,15,-2,-10,.,-10,.
C[C@@H]1CN([C@H](C)CO)C(=O)c2cc(C#CC(C)(C)O)cnc2O[C@H]1CN(C)C(=O)CN(C)C,3,-9,-1,0,-3,10,23,.
CCOc1ccc(S(=O)(=O)Nc2cnc3ccccc3c2)cc1,2,-7,.,.,-2,-38,-2,19
Cc1ccc(-c2nn(-c3ccccc3)cc2CN(Cc2ccccc2)C(=O)c2ccco2)o1,-21,.,-3,2,-1,.,-9,.
COc1ccccc1CNC(=O)COC(=O)CSc1ccc(Cl)cc1,.,-4,.,.,32,26,.,-12
O=C(NC1CCCC1)N[C@@H]1C=C[C@H](CC(=O)N2CCOCC2)O[C@H]1CO,4,-3,7,2,-7,6,1,8
CCn1nnnc1SCC(=O)Nc1ccc(OCc2ccccc2)cc1,-20,.,-4,8,-5,.,22,-12
CN(C(=O)CC1C(=O)NCCN1Cc1ccc2ccccc2c1)C1CCOCC1 (stereo not drawn),.,7,5,0,19,-16,-7,-3
COc1ccc(NC(=O)CCNC(=O)c2ccco2)cc1Cl,-5,9,1,3,0,15,-7,5
CN(Cc1ccccc1)N=Nc1ccccc1,.,-13,2,-5,.,0,.,6
CCc1ccc(CN(C)CC(=O)Nc2ccc(S(=O)(=O)N3CCOCC3)cc2)cc1,.,-6,1,-2,3,-35,-3,11
CCOC(=O)C1CCN(C(=O)C2c3ccccc3C(=O)N(C)C2c2ccc(OC)cc2)CC1 (stereo not drawn),2,.,2,1,-5,.,1,23
CN(CC1CCCO1)S(=O)(=O)c1ccc(C(=O)Nc2nc(-c3ccccn3)cs2)cc1 (stereo not drawn),-2,.,-2,-6,59*,.,-16,.
COc1cc(/C=C/C(=O)c2ccc(C)c([N+](=O)[O-])c2)cc(OC)c1O,.,8,.,.,-9,-1,.,14
O=S(=O)(N[C@@H]1CC[C@H](CCn2cc(C3(O)CCCC3)nn2)O[C@@H]1CO)c1ccccc1,4,-4,-4,0,1,10,7,-7
Cc1ccc(C(=O)CCNc2ccccc2)o1,-9,.,2,-4,0,.,40,.
Cc1ccsc1/C=N/NC(=S)NCc1ccccc1,7,-25,56,-3,6,9,5,4
CC(C)NC(=O)N(C)C[C@H]1Oc2cc(-c3ccccc3F)ccc2S(=O)(=O)N([C@H](C)CO)C[C@@H]1C,16,2,-15,-1,-2,1,3,.
COc1cc(C)nc(Oc2ccc(OCc3ccccc3)nn2)n1,.,.,0,0,0,.,.,10
COc1ccc(NC(=O)COC(=O)C2=COCCO2)cc1OC,10,29,.,.,-5,-22,.,0

# Arranged by heavy-atom count (largest number first): some entries from above.
SMILES,PGC1a acetyl inh,LGR2 inh,Cneo AK release,PglD inh,ARNT TACC3 PPI,GSIS activator,C2C12 statin,PAX8 inh HTS
CC(C)NC(=O)N(C)C[C@H]1Oc2cc(-c3ccccc3F)ccc2S(=O)(=O)N([C@H](C)CO)C[C@@H]1C,16,2,-15,-1,-2,1,3,.
CCOC(=O)C1CCN(C(=O)C2c3ccccc3C(=O)N(C)C2c2ccc(OC)cc2)CC1 (stereo not drawn),2,.,2,1,-5,.,1,23
O=S(=O)(N[C@@H]1CC[C@H](CCn2cc(C3(O)CCCC3)nn2)O[C@@H]1CO)c1ccccc1,4,-4,-4,0,1,10,7,-7
CCc1ccc(CN(C)CC(=O)Nc2ccc(S(=O)(=O)N3CCOCC3)cc2)cc1,.,-6,1,-2,3,-35,-3,11
CN(C(=O)CC1C(=O)NCCN1Cc1ccc2ccccc2c1)C1CCOCC1 (stereo not drawn),.,7,5,0,19,-16,-7,-3
CCn1nnnc1SCC(=O)Nc1ccc(OCc2ccccc2)cc1,-20,.,-4,8,-5,.,22,-12
COc1cc(/C=C/C(=O)c2ccc(C)c([N+](=O)[O-])c2)cc(OC)c1O,.,8,.,.,-9,-1,.,14
COc1cc(C)nc(Oc2ccc(OCc3ccccc3)nn2)n1,.,.,0,0,0,.,.,10
COc1ccc(NC(=O)COC(=O)C2=COCCO2)cc1OC,10,29,.,.,-5,-22,.,0
COc1ccc(NC(=O)CCNC(=O)c2ccco2)cc1Cl,-5,9,1,3,0,15,-7,5
Cc1ccsc1/C=N/NC(=S)NCc1ccccc1,7,-25,56,-3,6,9,5,4
Cc1ccc(C(=O)CCNc2ccccc2)o1,-9,.,2,-4,0,.,40,.

# Going on with the list:
SMILES,PGC1a acetyl inh,LGR2 inh,Cneo AK release,PglD inh,ARNT TACC3 PPI,GSIS activator,C2C12 statin,PAX8 inh HTS
C[C@@H]1CN([C@@H](C)CO)S(=O)(=O)c2ccc(C#CCN(C)C)cc2O[C@@H]1CN(C)C(=O)CC1CC1,1,0,2,0,0,-1,1,-13
Cc1cccc(NC(=O)CSCC(=O)Nc2ccc(S(=O)(=O)N3CCOCC3)cc2)c1,.,3,.,.,4,-1,.,4
C[C@@H]1CCCCO[C@@H](CN(C)Cc2ccccc2)[C@@H](C)CN([C@@H](C)CO)C(=O)c2cc(NC(=O)CCC(F)(F)F)ccc2O1,-10,-5,-1,-2,3,-7,-6,20
COc1ccccc1CNC(=O)COc1ccc(C)nc1[N+](=O)[O-],.,4,1,-7,22,32,-2,-2
COc1cccc(S(=O)(=O)N(C)C[C@@H]2Oc3ncc(C#CC(C)C)cc3C(=O)N([C@H](C)CO)C[C@H]2C)c1,17,-18,3,0,-6,13,35,11
Cc1ccc2c(c1)C(=O)CCN2,-12,-4,-2,-3,13,23,-6,.
CCC(=O)Nc1nc2c(s1)COc1ccccc1-2,-4,-4,-4,-4,0,-5,-10,3
COCC(=O)N1[C@H](CO)[C@@H]2c3ccccc3N(C(=O)C3CC3)C[C@@H]21,7,-1,0,2,-11,4,9,4
CCn1cc(C(=O)N[C@@H](C)C(=O)NCCCN2CCOCC2)c(=O)c2cc3c(cc21)OCO3,1,7,2,0,18,0,-14,-2
O=C(N/N=C/c1cn(-c2ccccc2)nc1-c1cc2ccccc2o1)c1ccncc1,-10,-22,-5,2,5,-43,.,9
N#C[C@@H]1[C@H](c2ccccc2C2=CCCCC2)[C@@H](CO)N1S(=O)(=O)c1ccccc1,0,20,.,.,.,-7,.,-20
Cc1ccc(S(=O)(=O)CCC(=O)NCc2ccccc2F)cc1,-34,6,1,0,-14,-5,2,-2
C[C@@H]1CN([C@H](C)CO)C(=O)c2cc(C#CC3CC3)cnc2O[C@@H]1CN(C)C(=O)Cc1ccccn1,-7,7,-2,5,-5,2,13,.
COc1ccc(CN2C(=O)CSC2c2ccncc2)cc1 (stereo not drawn),2,.,.,.,-8,.,15,-1
c1ccc(CNc2ncnc3scc(-c4cccs4)c23)nc1,6,30,-2,0,-4,-24,-15,41
COc1ccc(C)cc1NC(=O)c1cc(C2CC2)nc2c1c(C)nn2C1CCS(=O)(=O)C1 (stereo not drawn),-9,14,1,0,-6,.,-4,4
Cc1ccc(S(=O)(=O)NCCC(=O)NCCN2CCCCCC2)cc1,-12,.,0,0,9,.,13,.
Cc1ccc(C(=O)CSc2nnc(CNc3ccc(F)cc3)o2)cc1,.,22,.,.,-17,-3,.,-4
COc1cccc(NC(=O)CSc2nnc(-c3ccoc3C)n2CC2CCCO2)c1 (stereo not drawn),-14,.,-2,12,5,.,16,-5
O=S(=O)(NCCCN1CCOCC1)c1ccc(Cl)cc1,-9,2,-3,0,4,-2,5,-18
COc1ccc(/C=N/OCC(=O)N=Nc2c(O)[nH]c3ccc(Br)cc23)cc1OC,.,-2,.,.,-5,-20,.,20
Fc1ccc(Nc2ncnc3ccccc23)cc1,15,4,-2,-2,-8,4,-4,-28
Cc1ccc(CN2CCNC(=O)C2CC(=O)NCc2csc(C(C)C)n2)cc1 (stereo not drawn),-1,19,-2,1,34,4,-3,32
CC=Cc1ccc2n(c1=O)C[C@H]1[C@H](CO)[C@@H](C(=O)NCC3CCCCC3)[C@@H]2N1C(=O)CC (mixture of isomers),.,-16,-3,3,11,9,-3,.
COCCN(C(=O)CSc1nc2ccc(C)cc2[nH]1)c1c(N)n(Cc2ccccc2)c(=O)[nH]c1=O,-3,-1,.,.,4,-16,.,21
COc1ccc(-c2noc(COc3ccc4ccccc4c3Br)n2)cc1OC,0,.,1,1,-17,.,.,-7
CN(C)C(=O)c1cccc(-c2ccc(C3[C@@H]4CN(S(=O)(=O)c5ccccc5)C[C@H]3N4)cc2)c1 (stereo partly drawn),4&0,24&2,.,.,.,-8&26,.,-6&2
CCc1ccc(CN(C(=O)c2cccs2)C2CCS(=O)(=O)C2)cc1 (stereo not drawn),-22,14,-1,1,-4,36,.,4
Cc1ccc(C(=O)N(C)CC(=O)Nc2cccc(F)c2)cc1S(=O)(=O)N1CCCCC1,5,10,.,.,-3,-41,-13,5
COc1ccccc1CNC(=O)CSc1ccccc1,.,-50,.,.,-9,3,.,-114
Cc1ccc(NC(=O)C(NC2CCCC2)c2ccccc2)cc1Cl (stereo not drawn),.,47,.,.,-2,-28,.,2
CC(C)CCNC(=O)Cn1c2c(c(-c3ccccc3Cl)cc1=O)CCC2,.,.,0,-3,-6,.,1,-22
Cc1cc2ncn(C(=O)c3cc(-c4ccccc4)nc4ccccc34)c2cc1C,.,26,.,.,-17,39,.,-9
CCOc1ccc(-c2cc(C(=O)N/N=C/c3cccnc3)c3ccccc3n2)cc1,21,-61,-17,-3,2,-8,-41,-26
CC1(C)C=Cc2c(ccc3c2OC[C@H](c2ccc(O)cc2O)C3)O1,.,-38,-1,-4,2,0,10,-135
